# Tau FP inhib = qHTS for Inhibitors of Tau Fibril Formation, Fluorescence Polarization. hit rate 0.39% among 280,000. AID 1468, 2008. K18 P301L tau heparin fibrillization, Alexa594 FP, 6 h. Microtubule-associated protein tau (Homo sapiens), P10636. Potency, µM (doses to about 57.7 µM), without a hit: at the highest dose activity, negative = inhibition, most hits filed as inhibitors; further: nearly all actives have a fitted effect of over 55% in size
# Target sequence (P10636 561-689 P618L limits assumed): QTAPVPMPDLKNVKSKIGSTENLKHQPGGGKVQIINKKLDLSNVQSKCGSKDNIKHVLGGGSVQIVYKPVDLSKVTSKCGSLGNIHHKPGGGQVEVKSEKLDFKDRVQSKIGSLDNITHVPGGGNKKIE
#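 Human K18 P301L fragment (15 uM unlabeled plus 0.24 uM Alexa 594-labeled) in 100 mM sodium acetate pH 7 with compound, aggregation induced by 20 uM heparin for 6 hr at 37 C. ThT (30 uM) added for 1 hr, then Alexa 594 FP read.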
# TRb SRC2 PPI = qHTS for Inhibitors of the Interaction of Thyroid Hormone Receptor and Steroid Receptor Coregulator 2; Thyroid hormone receptor beta (Homo sapiens), P10828; TRbeta-SRC2 peptide binding, fluorescence polarization; receptor liganded with 1 µM T3; Potency, µM (series often up to 106 µM), without a hit: at the highest dose activity change, negative = inhibition, actives largely listed as inhibitors; hit rate 0.065% among 280,000;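 further: plate controls were bound peptide for no effect and peptide without receptor for full effect; nearly all actives have a fitted effect of over 50% in size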
#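 Fluorescence polarization of 20 nM Texas Red SRC2 peptide (20-aa NR interaction domain) bound to 0.6 uM human TRb ligand-binding domain, with 1 uM T3, after 5 hr at ambient temperature; inhibition seen as decreased polarization.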
# Tau fluor cs = Counterscreen qHTS for Inhibitors of Tau Fibril Formation, Fluorescence Polarization; Potency, µM (doses to about 57.7 µM), inactives show at the highest dose activity change, negative = decrease; tau K18 P301L Alexa594 fluorescence, heparin fibrillization; hit rate 0.93% among 280,000; AID 1463, 2008; further: nearly all actives have a fitted effect of over 55% in size
#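 Human tau K18 P301L (15 uM unlabeled, 0.24 uM Alexa 594-labeled) in 100 mM sodium acetate pH 7 with 20 uM heparin, 6 hr at 37 C. ThT 30 uM added, 1 hr ambient; Alexa 594 FP and total fluorescence read at 555/632 nm.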
# aGal spleen mod = qHTS Assay for Inhibitors and Activators of Human alpha-Galactosidase From Spleen Homogenate. Alpha-galactosidase A (Homo sapiens), P06280. AID 2107, 2009. human spleen homogenate, 4MU-alpha-Gal fluorescence, 40 min. Potency, µM (doses to about 80 µM), without a hit: at the highest dose activity change, negative = inhibition, actives largely listed as inhibitors. hit rate 0.008% among 240,000;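 further: 0% = enzyme with vehicle and -100% = no enzyme basal signal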
# Target sequence (P06280 32-429 limits assumed): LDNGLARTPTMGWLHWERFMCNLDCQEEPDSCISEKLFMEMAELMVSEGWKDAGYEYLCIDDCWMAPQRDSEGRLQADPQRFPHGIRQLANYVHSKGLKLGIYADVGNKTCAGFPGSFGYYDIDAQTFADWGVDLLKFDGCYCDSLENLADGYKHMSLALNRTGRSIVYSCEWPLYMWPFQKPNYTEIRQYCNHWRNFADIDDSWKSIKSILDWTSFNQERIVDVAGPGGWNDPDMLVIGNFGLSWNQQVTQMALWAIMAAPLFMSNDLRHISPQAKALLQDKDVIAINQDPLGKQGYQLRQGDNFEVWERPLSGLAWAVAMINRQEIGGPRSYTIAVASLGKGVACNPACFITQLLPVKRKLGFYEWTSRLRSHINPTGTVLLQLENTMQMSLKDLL
#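 Human spleen homogenate (1 ug) as enzyme source, 4-methylumbelliferyl-alpha-D-galactopyranoside 1 mM final, citrate/phosphate pH 5.0 with 0.01% Tween-20. Compounds 40 min at 37C, NaOH/glycine stop; fluorescence Ex 365/Em 440, Hill-fit AC50.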
# ALDH1A1 inh = qHTS Assay for Inhibitors of Aldehyde Dehydrogenase 1 (ALDH1A1); Aldehyde dehydrogenase 1A1 (Homo sapiens), P00352; Potency, µM (series often up to 75.3 µM), inactives show top-dose activity, negative = inhibition, most hits filed as inhibitors; Purified ALDH1A1, NADH fluorescence, propionaldehyde substrate; hit rate 7.3% among 220,000; AID 1030, 2008; active means well fitted inhibition curve with a large enough effect, not every such curve was filed as active; inconclusive means small, poorly fitted or top-dose-only effect, or another doubt; inactive means no such curve, though single readings can be large or run the other way;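 further: plate controls were no enzyme wells and a reference inhibitor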
# Target sequence (P00352 whole entry, looked up): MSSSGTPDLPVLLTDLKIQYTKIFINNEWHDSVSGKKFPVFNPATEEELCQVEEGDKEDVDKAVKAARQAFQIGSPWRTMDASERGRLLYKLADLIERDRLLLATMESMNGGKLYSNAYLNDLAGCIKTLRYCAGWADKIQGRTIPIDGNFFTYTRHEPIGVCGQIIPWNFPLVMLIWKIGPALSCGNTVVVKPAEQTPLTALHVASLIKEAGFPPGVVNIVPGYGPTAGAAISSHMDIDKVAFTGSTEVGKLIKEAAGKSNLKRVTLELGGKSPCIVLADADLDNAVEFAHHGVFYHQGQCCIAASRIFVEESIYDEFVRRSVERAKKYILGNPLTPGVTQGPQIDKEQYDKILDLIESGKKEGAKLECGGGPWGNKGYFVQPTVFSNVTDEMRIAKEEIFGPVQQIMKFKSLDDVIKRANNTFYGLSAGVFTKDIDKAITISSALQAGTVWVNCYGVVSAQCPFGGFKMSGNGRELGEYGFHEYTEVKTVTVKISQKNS
# L3MBTL1 inh = qHTS Assay for the Inhibitors of L3MBTL1; Lethal(3)malignant brain tumor-like protein 1 (Homo sapiens), Q9Y468; hit rate 0.66% among 230,000; AlphaScreen L3MBTL1–H3K9me1 peptide binding; Potency, µM (top dose mostly 57.1 µM), inactives show at the top dose activity, negative = inhibition, hits mostly inhibitors; further: nearly all actives have a fitted effect of over 60% in size
#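 AlphaScreen assay: L3MBTL1 (50 nM final) was preincubated 30 min at room temperature with biotinylated H3(1-15)K9me1 peptide (75 nM final), then 30 min with library compounds; streptavidin donor and nickel chelate acceptor beads (10 ug/mL final) added, 30 min dark.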
# TexasRed fluor = Total Fluorescence Counterscreen for Inhibitors of the Interaction of Thyroid Hormone Receptor and Steroid Receptor Coregulator 2; Potency, µM (top dose mostly 106 µM), inactives show at the highest dose fluorescence change, negative = quenching; TRb/SRC2 Texas Red total fluorescence interference; hit rate 0.29% among 280,000; AID 1479, 2009; active means well fitted curve in either direction with a large enough effect; inconclusive means small, poorly fitted or top-dose-only effect
#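 Flags fluorescent or light-absorbing compounds by total fluorescence, S + 2P, at 555 nm excitation and 632 nm emission. Mixture: 20 nM Texas Red SRC2 peptide, 0.6 uM human TRb LBD, 1 uM T3, 5% DMSO; compound exposure 5 h at ambient temperature.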
# Tau fibril ThT = qHTS for Inhibitors of Tau Fibril Formation, Thioflavin T Binding; Microtubule-associated protein tau (Homo sapiens), P10636; recombinant tau K18 P301L (four-repeat tau fragment), heparin-induced fibrillization, ThT fluorescence; AID 1460, 2008; hit rate 2.1% among 270,000; Potency, µM (doses to about 57.4 µM), inactives show top-dose activity, negative = inhibition, most hits filed as inhibitors; further: nearly all actives have a fitted effect of over 55% in size
#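 Recombinant human tau K18 fragment […] carrying P301L, 15 uM unlabeled plus 0.24 uM Alexa 594-labeled, was fibrillized with 20 uM heparin in 100 mM sodium acetate pH 7 for 6 hr at 37 C; 30 uM ThT fluorescence read after 1 hr.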
# * marks the source's active call; other numbers are inactive results; u = inconclusive; x = not tested or not shown; & = joins results of further samples; [ ] = remark or other dose. Unless noted, the call rests on the fitted dose curve; in most records, active means well fitted curve in the direction sought with a large enough effect; inconclusive means small, poorly fitted or top-dose-only effect, or another doubt; inactive means no such curve, though single readings can be large; an effect the other way counts as inactive or inconclusive. Unless noted, on the % scale 0 is the no-effect control and ±100 the full control effect; potency means the concentration at half of the fitted maximal effect.
SMILES	Tau FP inhib	TRb SRC2 PPI	Tau fluor cs	aGal spleen mod	ALDH1A1 inh	L3MBTL1 inh	TexasRed fluor	Tau fibril ThT
Cc1ccc(NCc2ccco2)cc1C	-6%	0%	-19%	-1%	u	-23%	-2%	u
COc1ccc(C2N(c3ccc(OC)cc3)C(=O)C3CCCN32)cc1 (centres undefined)	1%	-9%	-5%	-5%	u	x	1%	-9%
Cn1c(CCNC(=O)c2ccc(Cl)cc2)n[nH]c1=S	-2%	-18%	-2%	5%	-3%	3%	2%	2%
CC(C)C1=NN(C(=O)c2ccccc2)C(O)(C(C)(C)C)C1 (centres undefined)	3%	1%	-1%	2%	8%	0%	-2%	-4%
O=C(CCNC(=O)c1ccc(Br)o1)NCc1ccc(Cl)cc1	-2%	-2%	-6%	-5%	7%	3%	-1%	-3%
COc1ccc(CC(=O)N2CCc3c([nH]c4ccccc34)C2c2ccc(SC)cc2)cc1 (centres undefined)	u	3%	-16%	x	x	x	-2%	-8%
c1ccc(-c2noc(CSc3nc4ccccc4o3)n2)cc1	u	-2%	u	-4%	-11%	54%[activator]	1%	-14%
CCN(C(=O)c1ccc2c(Cl)c3c(nc2c1)CCC3)c1ccc(C)c(C)c1	1%	4%	-8%	-9%	14µM*	-13%	0%	-17%
COC(=O)[C@@H]1C[C@@]2(O)[C@H](O)[C@H](O)[C@H](O)C[C@H]2N1Cc1cc(F)ccc1F	7%&-11%	6%&9%	2%&-5%	-6%&0%	1%	x	0%&-3%	3%&1%
CSc1nc2ccc3nc(NC(=O)c4ccccc4)sc3c2s1	u	4%	u	-5%	u	x	-4%	u
COc1cc(CNc2cccc(F)c2)cc(Br)c1O	16%	6%	u	5%	u	-12%	-8%	u
Cc1cc(C(=O)NCCc2ccc(S(N)(=O)=O)cc2)no1	1%	-5%	0%	-10%	11%	x	0%	2%
O=C(Cn1cc(C(F)(F)F)ccc1=O)N/N=C/c1ccccc1	4%	1%	0%	0%	17%	20%	-4%	4%
O=C1NCCCc2nc(Oc3ccccc3)sc21	0%	-3%	3%	7%	-5%	6%	-1%	-1%
N#CC1=C(N)Oc2cc(O)ccc2C1c1ccccc1 (centres undefined)	5%	-4%	-16%	9%	u	x	-1%	3%
COC(=O)C1=COC(O[C@H]2OC(CO)[C@H](O)C(O)C2O)[C@H]2C1C(=O)C[C@@H]2C (some centres undefined)	3%	4%	2%	-3%	0%	x	-3%	u
CC1CCC2C(=O)OC(CN=[N+]=[N-])CN2C1c1ccc(Br)cc1 (centres undefined)	2%&1%&-3%&-6%&5%&-9%[11.6 µM]	0%&-4%&1%&-1%&-2%&1%[11.2 µM]	-16%&-16%&-5%&-9%&-12%&-9%[11.6 µM]	0%&0%&10%&-7%&14%&-4%[17.5 µM]	u	x	-1%&0%&-2%&-1%&-1%&-3%[11.2 µM]	-12%&-18%&-3%&-4%&-10%&-8%[11.5 µM]
O=S(=O)(CC(CN1CCCCC1)N1CCCCC1)c1ccc2ccccc2c1 (centres undefined)	-7%	-1%	-15%	5%	5%	4%	1%	u
COC(=O)CSc1nc2sc3c(c2c(=O)n1Cc1ccccc1)CCC(C(C)(C)C)C3 (centres undefined)	-10%	-4%	-13%	x	x	x	1%	-8%
COc1ccc(Oc2ncccc2NC(=O)c2cccc(C)c2C)cc1	4%	-1%	-11%	-4%	u	-8%	0%	-10%
Cc1cc([N+](=O)[O-])nn1CC(=O)Nc1ccc(Cl)cn1	3%	2%	-8%	1%	11%	6%	-2%	-10%
O=C(CSc1oc(-c2ccco2)nc1S(=O)(=O)c1ccc(Cl)cc1)Nc1ccc(F)cc1	u	-2%	u	x	x	x	0%	-6%
CCN(c1cc(C)cc(C)c1)S(=O)(=O)c1nnc(NC(=O)c2cccs2)s1	-1%	2%	-3%	x	x	x	-16%	4%
O=C(NC(=S)NC1CCSC1=O)c1ccccc1Cl (centres undefined)	1%	-2%	-5%	0%	u	10%	0%	-4%
CN1CCCCCC1C(=O)N1CCC(N2CCC(C(=O)N3CCOCC3)CC2)CC1 (centres undefined)	6%	-4%	5%	11%	-6%	-7%	-2%	-1%
Cc1nnc(SCC(=O)NC(=O)NCCC(C)C)s1	6%	-3%	4%	-12%	-4%	5%	-5%	-1%
COC(=O)C(C(=O)Nc1nc2ccccc2s1)C1CCCC1 (centres undefined)	-1%	-6%	-20%	9%	-6%	4%	-1%	-2%
CN1C(=S)SC(C)(C)C1/[N+]([O-])=C/c1cccnc1 (centres undefined)	0%	-2%	-7%	2%	9%	x	-3%	-1%
Cc1nc2c(ncn2-c2ccccc2)c(=O)n1NC(=O)CN1CCN(C)CC1	-2%	9%	-22%	6%	x	x	0%	x
CCOC(=O)Cn1nc(N2CCN(c3ccc(F)cc3)CC2)ccc1=O	4%	-8%	-6%	x	x	x	0%	-7%

# Additional compounds
SMILES	Tau FP inhib	TRb SRC2 PPI	Tau fluor cs	aGal spleen mod	ALDH1A1 inh	L3MBTL1 inh	TexasRed fluor	Tau fibril ThT
CCOc1ccccc1N(CC(=O)NC1CCCC1)C(=O)CCCC(=O)Nc1ccccn1	-4%	-16%	1%	-1%	4%	-6%[11.4 µM]	1%	-3%
O=C(N/N=C/C=C/c1ccccc1[N+](=O)[O-])c1cc(-c2ccccc2)n[nH]1	4%	3%	9%	27%	u	-14%	-3%	8%
Cc1ccc(OC(=O)c2ccc(Br)o2)cc1	-4%	-6%	-11%	1%	-3%	5%	-4%	-17%
CC(=O)[C@]1(O)Cc2c(O)c3c(c(O)c2[C@@H](O[C@H]2C[C@H](N)[C@H](O)[C@H](C)O2)C1)C(=O)c1c(O)cccc1C3=O	25µM*	22µM*	u	-8%	-4%	x	45µM*[fluorescent]	4.5µM*
Cc1ccc(Cl)cc1NC(=O)CCC(=O)O	-5%	1%	-6%	-2%	x	-1%	-2%	1%
CCOc1ccc(NC(=O)CC2C(=O)N(c3ccc(OC)cc3)C(=O)N2CCC2=CCCCC2)cc1 (centres undefined)	-1%	3%	-23%	x	x	x	-1%	-2%
CCC1N=C(SC)NC(C)=C1C(=O)c1ccccc1 (centres undefined)	2%	-1%	0%	0%	u	x	1%	-6%
CN(C)CCCN1C(=O)c2cccc3c([N+](=O)[O-])ccc(c23)C1=O	-1%	-5%	5%	2%	u	12%	-2%	8%
CCN(CC)CCNC(=O)COc1ccc(Cl)cc1Cl	2%	-2%	2%	6%	9%	-2%	-3%	-10%
CN(c1ccccc1C(=O)N1CCN(c2ccccc2)CC1)S(C)(=O)=O	3%	-10%	-4%	-21%	7%	4%	1%	-7%
COc1ccc(Cn2c(=O)[nH]c3cc(C(=O)N4CCN(c5ccccn5)CC4)ccc3c2=O)cc1	-7%	5%	-8%	-5%	-11%	26%	0%	-9%
CCSC1=NSC2=NC(=O)/C(=C\c3coc4ccccc4c3=O)C(=N)N12	-4%	18%	u	9%	u	4%	-18%	25µM*
Cc1cc(Nc2nc3ccccc3c3nnc(C)n23)ccc1Br	-7%	5%	-17%	x	x	x	-14%	-4%
CCOC(=O)c1cc2sccc2n1CC(=O)OC	-5%	4%	5%	-8%	-5%	x	-4%	-3%
CC(C)CCN1CC(C(=O)N2CCN(c3ccc(F)cc3)CC2)CC1=O (centres undefined)	-1%	-2%	-5%	-1%	12%	0%	0%	-3%
COC(=O)c1cc(OC)c(OC)cc1NC(=O)c1ccc(OC)cc1	-4%	-9%	-3%	2%	u	4%	-3%	-10%
CN1/C(=C\C(=O)c2cccc(S(=O)(=O)N3CCCCC3)c2)C(C)(C)c2ccccc21	2%	-2%	-20%	0%	u	16%	-1%	-9%
COc1ccc(CN(C(C)=O)c2cccc(C)c2C)cc1	-8%	1%	-6%	-4%	5µM*	x	4%	-5%
CN(Cc1ccccc1)c1ccc(-c2nc(-c3ccco3)no2)cc1[N+](=O)[O-]	-5%	7%	-17%	x	x	x	1%	-4%
CCOCCCNCc1ccc(OCCC(C)C)c(OC)c1	-12%	2%	-15%	-4%	u	x	2%	-11%
Cc1ccc(OCC(=O)Nc2ccc3nc(SCCOc4ccccc4)sc3c2)cc1	-13%	-2%	-22%	x	x	x	u	-17%
CCn1c(SCC(=O)N2CCCc3ccccc32)nnc1-c1cccs1	-6%	3%	1%	4%	-8%	7%	4%	-4%
Cc1nnc(SCC(=O)N2CC(=O)Nc3ccccc32)n1C	12%	1%	0%	-1%	6%	x	-4%	0%
CCCCN1C(=O)C2Cc3c([nH]c4ccccc34)CN2C1=S (centres undefined)	8%	-4%	u	1%	u	x	0%	u
Cc1ccccc1NC(=S)Nc1ccc(Br)cc1	-4%	-19%	1%	0%	u	33%[activator]	2%	12%
COc1ccc2nc(NC(=O)c3ccc(Br)s3)sc2c1	-5%	-2%	u	11%	u	x	-3%	-9%
CN1C(=O)C(CC(=O)O)S/C1=N\N=C\c1ccc(O)cc1O (centres undefined)	1%	-5%	-7%	-12%	x	-11%	-2%	-13%

# Part of the list above, with two lines to a compound.
# Values run as follows: Tau FP inhib | TRb SRC2 PPI | Tau fluor cs | aGal spleen mod | ALDH1A1 inh | L3MBTL1 inh | TexasRed fluor | Tau fibril ThT
> CN(c1ccccc1C(=O)N1CCN(c2ccccc2)CC1)S(C)(=O)=O
    3% | -10% | -4% | -21% | 7% | 4% | 1% | -7%
> COc1ccc(Cn2c(=O)[nH]c3cc(C(=O)N4CCN(c5ccccn5)CC4)ccc3c2=O)cc1
    -7% | 5% | -8% | -5% | -11% | 26% | 0% | -9%
